Source: PubChem BioAssay (National Center for Advancing Translational Sciences (NCATS))
IP6K1 inhibitor = inhibitors of human IP6K1 | Q92551 | IP6K1 kinase, ADP-Glo luminescence, 2 h; hits give low values | activity change, % (series mostly up to about 58 µM) | 0.81% of 140,000 active | AID 1645851; in the data active means activity change below about -25%
Target sequence (Q92551 whole entry, looked up): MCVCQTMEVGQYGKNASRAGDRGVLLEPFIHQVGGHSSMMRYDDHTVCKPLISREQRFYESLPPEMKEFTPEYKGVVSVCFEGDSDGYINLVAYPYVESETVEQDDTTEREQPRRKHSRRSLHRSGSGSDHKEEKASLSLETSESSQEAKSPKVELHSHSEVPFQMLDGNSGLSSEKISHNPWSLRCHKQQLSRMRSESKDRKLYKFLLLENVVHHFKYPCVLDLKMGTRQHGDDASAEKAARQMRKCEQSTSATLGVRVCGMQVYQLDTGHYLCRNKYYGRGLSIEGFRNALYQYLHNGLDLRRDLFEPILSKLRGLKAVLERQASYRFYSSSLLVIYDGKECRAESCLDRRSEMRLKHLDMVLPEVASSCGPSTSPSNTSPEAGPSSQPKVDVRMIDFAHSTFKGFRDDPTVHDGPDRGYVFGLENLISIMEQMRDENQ
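ADP-Glo luminescence measures ADP made by human IP6K1 during a 2 h RT reaction with ATP/IP6 (mix at 1.3 mM/130 uM); top library doses 57.5 and 19.1 uM final.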
GPT2 inh = GPT2 alanine aminotransferase inhibition | Q8TD30 | Recombinant GPT2, coupled pyruvate oxidase/HRP Amplex Red fluorescence | Potency, µM (top dose mostly 57.7 µM), for inactives: at the top dose activity change, negative = inhibition, usual class: inhibitors | 0.25% of 100,000 active | AID 1671188; further: potency means the concentration at half of the fitted maximal effect; nearly all actives have a fitted effect of over 60% in size; many of its hits are not listed in these tables
Target sequence (Q8TD30 whole entry, looked up): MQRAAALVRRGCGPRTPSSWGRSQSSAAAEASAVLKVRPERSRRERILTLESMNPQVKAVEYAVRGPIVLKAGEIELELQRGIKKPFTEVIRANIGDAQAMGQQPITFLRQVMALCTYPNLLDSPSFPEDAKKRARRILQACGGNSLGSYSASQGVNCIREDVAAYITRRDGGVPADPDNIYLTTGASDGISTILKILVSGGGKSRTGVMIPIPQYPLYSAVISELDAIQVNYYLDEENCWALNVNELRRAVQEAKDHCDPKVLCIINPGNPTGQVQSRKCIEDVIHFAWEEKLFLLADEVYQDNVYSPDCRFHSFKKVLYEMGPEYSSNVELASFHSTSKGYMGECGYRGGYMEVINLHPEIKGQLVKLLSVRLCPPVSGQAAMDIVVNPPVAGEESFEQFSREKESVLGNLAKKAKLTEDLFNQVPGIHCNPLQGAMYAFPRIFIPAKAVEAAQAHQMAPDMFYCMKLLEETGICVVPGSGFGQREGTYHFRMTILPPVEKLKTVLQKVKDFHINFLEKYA
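Inhibition is scored from Amplex Red fluorescence generated when pyruvate oxidase and HRP act on pyruvate released by GPT2. Reactions contain 10ng/uL enzyme, 250uM a-KG and 2mM L-alanine and run 30 min at room temperature.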
FLuc inh = Photinus pyralis luciferase inhibition; P08659; AID 1347043; Potency, µM (highest dose often 115 µM), for the others: at the top dose activity change, negative = inhibition, most hits filed as inhibitors; 2.5% of 76,000 active; purified P. pyralis luciferase, luminescence, biochemical; further: potency means the concentration at half of the fitted maximal effect; nearly all actives have a fitted effect of over 65% in size
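Luminescence read by CCD imager after adding enzyme (10nM final) to wells holding compound, titrated in qHTS. Substrates 10uM each D-luciferin and ATP; buffer 50mM Tris acetate pH 7.5, 10mM Mg acetate, Tween-20, BSA.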
3T3 cytotox = kills NIH 3T3 cells; NIH 3T3 viability, CellTiter-Glo ATP luminescence, 48-72 h; Potency, µM (series often up to 96.7 µM), for the others: at the top dose activity change, negative = cytotoxicity, most hits filed as inhibitors; 4.3% of 94,000 active; AID 1345082; further: potency means the concentration at half of the fitted maximal effect; nearly all actives have a fitted effect of over 55% in size
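NIH 3T3 cells at 400 cells/well received 23 nL of compound by pintool and were incubated 48 or 72 h at 37 °C. Viability was read as ATP-coupled CellTiter-Glo luminescence.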
SNCA viab count = reduces viability of HEK-293 SNCA reporter cells; HEK-293-SNCA-luc viability, GF-AFC fluorescence, 24 h; Potency, µM (series often up to 57.1 µM), for inactives: at the top dose activity change, negative = cytotoxicity, actives largely listed as cytotoxic; 0.12% of 150,000 active; AID 1671193;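 further: potency means the concentration at half of the fitted maximal effect; 0% = DMSO-treated cells and -100% = medium-only wells without cells; nearly all actives have a fitted effect of over 30% in size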
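HEK-293-SNCA-luc cells (1500/well) plated 24 h, then exposed 24 h to a dilution series; GF-AFC added 30 min at 37C, fluorescence 405/540 nm; normalised to medium-only and DMSO wells, Hill fit.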
SNCA expr inhib = reduces expression of the alpha-synuclein gene | HEK-293 SNCA-luciferase knock-in, luminescence, 24 h | Potency, µM (doses to about 57.2 µM), inactives show at the highest dose activity change, negative = inhibition, actives largely listed as inhibitors | 0.17% of 140,000 active | AID 1671194;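 further: potency means the concentration at half of the fitted maximal effect; plate controls were DMSO cells for no effect and cell-free wells for full effect; nearly all actives have a fitted effect of over 45% in size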
HEK cytotox = HEK 293 cell cytotoxicity. Potency, µM (doses to about 115 µM), without a hit: at the highest dose activity change, negative = cytotoxicity, hits mostly inhibitors. HEK 293 viability, ATP luminescence (CellTiter-Glo), 48-72 h. 6.6% of 94,000 active. AID 1345083; further: potency means the concentration at half of the fitted maximal effect; nearly all actives have a fitted effect of over 60% in size
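Luminescence from cellular ATP, measured with CellTiter-Glo, indicates HEK 293 viability. Cells plated at 250 cells/well are treated with compound for 48 or 72 hr at 37 degree Celsius before reagent addition.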
* marks the source's active call; other numbers are inactive results; i = inactive; ? = inconclusive; · = not tested or not shown; [ ] = remark or other dose. Unless noted, the call rests on the fitted dose curve; in most records, active means well fitted curve in the direction sought with a large enough effect; inconclusive means small, poorly fitted or top-dose-only effect, or another doubt; inactive means no such curve, though single readings can be large; an effect the other way counts as inactive or inconclusive. Unless noted, on the % scale 0 is the no-effect control and ±100 the full control effect. An excerpt. The share of hits here may be higher or lower than overall.

smiles	IP6K1 inhibitor	GPT2 inh	FLuc inh	3T3 cytotox	SNCA viab count	SNCA expr inhib	HEK cytotox
COc1ccccc1N1CCN(C(=O)C(C)[C@@H]2CCc3c(C)cc(OCCN4CCOCC4)c(C)c3C2)CC1 (stereo not given in full)	-0.1	i	-12.1%	?	-27.6%	?	22.4µM*
O=C(NCc1ccc(F)cc1F)C1CCCN(c2cn[nH]c(=O)c2)C1 (stereo not given)	14.4	4.3%	-2.3%	-19.7%	7.0%	11.5%	-7.5%
Cc1ccc2sc(-c3ccc(N)cc3)nc2c1	6.3	·	·	·	-4.8%	?	·
COc1ccc(OCc2nc(C)c(CCO)c(=O)n2CC(=O)NCc2cccs2)cc1	-4.4	-1.9%	-1.8%	2.8%	1.5%	-18.6%	3.5%
O=C(Nc1cccnc1)c1nc2c(o1)CCN(Cc1ccc(F)c(F)c1)CC2	17.9	0.7%[88.5 µM]	70.8µM*	?	-14.7%[87.6 µM]	28.0%[87.6 µM]	?
COCCN1C(=O)c2ccccc2C(C(=O)Nc2ccccc2O)C12CCCC2 (stereo not given)	8.7	i	-5.5%	4.1%	-2.8%	-17.4%	2.5%
O=C(c1cn(CCN2CCNCC2)nn1)N1C[C@@H]2CC[C@H](C1)N(CC1CC1)C2	9.9	-15.4%	-0.7%	i	-5.9%	-12.8%	i
COCc1cc(C[C@@H]2CC[C@H](O)[C@@H](CNC(=O)C3CCCC3)O2)no1	3.5	i	-8.2%[172 µM]	-12.2%[138 µM]	2.0%[87.6 µM]	45.0%[activator][87.6 µM]	-17.7%[172 µM]
CCC(C(=O)N1CCC2(CC1)C(=O)N(CC(=O)NCCOC)CN2c1ccccc1)c1ccccc1 (stereo not given)	5.6	-25.1%	-3.3%	-30.7%	6.0%	3.3%	?
CCc1nc2c(=O)n(CC(=O)N3CCN(c4cccc(OC)c4)CC3)nc(C)c2s1	-5.0	i	8.4%	-6.6%	-16.5%	-11.7%	7.4%
COc1ccc(NC(=O)Cn2nc3n(c2=O)CCCC3)cc1	8.1	-9.7%	-5.5%	3.4%	-1.4%	3.6%	3.5%
Nc1ncccc1CNC(=O)[C@H]1CCC[C@H](O)C1	18.4	-12.4%	-2.0%	-15.5%	2.7%	8.4%	?
CS(=O)(=O)N1CCCN(C(=O)Cc2ccccc2)CCNC(=O)CC1c1ccccc1 (stereo not given)	-4.0	i	-3.9%	-17.9%	5.5%	15.8%	-3.9%
O=C1OCC2=C1C(c1cccc(Cl)c1)CC(=O)N2c1ccc(C(F)(F)F)cc1 (stereo not given)	7.9	·	·	·	9.9%	-0.8%	·
COC(=O)CN1C(=O)N(CCc2ccccc2)C2(CCN(Cc3ccc4c(c3)CCO4)CC2)C1=O	13.4	i	-0.4%	2.0%	0.0%	6.0%	4.2%
CCC(C)(C)C(=O)N1CC(c2nnc(-c3ccncc3)o2)C2(CCOCC2)C1 (stereo not given)	4.7	i	2.2%	-12.1%	1.3%	4.3%	-19.9%
COc1ccc(CCC(=O)NCC(=O)N2CCCCCNC(=O)CC2c2ccccc2)cc1 (stereo not given)	-2.7	-2.3%	-3.7%	3.9%	-1.7%	19.8%	i
COCC(=O)NC[C@H]1CCN(Cc2sccc2C)C[C@H]1N(C)C	5.6	-4.6%	-7.2%	-16.2%	-0.6%[12.5 µM]	-4.8%	-5.1%
N[C@H](C(=O)N1CCC2(CC1)C(=O)NCN2C(=O)Cc1c[nH]c2ccccc12)c1ccccc1	14.8	?	·	-16.4%	-4.2%	50.1%[activator]	-19.1%
CS(=O)(=O)N1CCC2(CCC(=O)N(CC3CC3)CC2)CC1	4.1	i	-5.4%	?	0.3%	2.5%	-13.9%

Exported with values under each structure: entries from further up.
Sequence of screens – IP6K1 inhibitor	GPT2 inh	FLuc inh	3T3 cytotox	SNCA viab count	SNCA expr inhib	HEK cytotox
O=C(NCc1ccc(F)cc1F)C1CCCN(c2cn[nH]c(=O)c2)C1 (stereo not given)
 : 14.4	4.3%	-2.3%	-19.7%	7.0%	11.5%	-7.5%
COCC(=O)NC[C@H]1CCN(Cc2sccc2C)C[C@H]1N(C)C
 : 5.6	-4.6%	-7.2%	-16.2%	-0.6%[12.5 µM]	-4.8%	-5.1%
Cc1ccc2sc(-c3ccc(N)cc3)nc2c1
 : 6.3	·	·	·	-4.8%	?	·
O=C(c1cn(CCN2CCNCC2)nn1)N1C[C@@H]2CC[C@H](C1)N(CC1CC1)C2
 : 9.9	-15.4%	-0.7%	i	-5.9%	-12.8%	i
CS(=O)(=O)N1CCC2(CCC(=O)N(CC3CC3)CC2)CC1
 : 4.1	i	-5.4%	?	0.3%	2.5%	-13.9%

The list goes on.
smiles	IP6K1 inhibitor	GPT2 inh	FLuc inh	3T3 cytotox	SNCA viab count	SNCA expr inhib	HEK cytotox
CC(C)CCNC(=O)CCC(=O)N1Cc2ccccc2Oc2ncccc21	-2.1	·	·	·	-4.6%	25.8%	·
Cc1nc2cnccn2c1C(=O)NC1CCCCC1	4.6	·	·	-6.3%[138 µM]	·	·	1.2%[172 µM]
C[C@@H]1O[C@@H](O[C@H]2[C@H](OC(=O)[C@]34CCC(C)(C)C[C@H]3C3=CCC5[C@@]6(C)CC[C@H](O[C@@H]7O[C@H](C(=O)O)[C@@H](O)[C@H](O)[C@H]7O[C@@H]7O[C@H](CO)[C@H](O)[C@H](O)[C@H]7O)[C@@](C)(C=O)C6CC[C@@]5(C)[C@]3(C)C[C@H]4O)O[C@H](C)[C@H](O[C@@H]3O[C@H](C)[C@H](O)[C@H](O)[C@H]3O)[C@@H]2O)[C@H](O)[C@H](O)[C@H]1O[C@@H]1OC[C@@H](O)[C@H](O[C@@H]2O[C@H](CO)[C@@H](O)[C@H](O)[C@H]2O)[C@H]1O (stereo not given in full)	11.4	i[11.5 µM]	·	·	-1.8%[5.56 µM]	·	·
CCCN1C(=O)C(Cc2nc3ccccc3c(=O)n2-c2ccccc2)c2cc(C)ccc21 (stereo not given)	-17.1	·	·	·	-17.3%	4.1%	·
COc1cc(NC(=O)c2nc(-c3ccncc3)no2)cc(OC)c1OC	8.8	·	·	·	3.7%	-4.5%	·
CCC(C)NC(=O)C(NC(=O)c1cccc(OC)c1)C1CCN(C(=O)c2cccc(C)c2)CC1 (stereo not given)	3.3	0.7%	-1.7%	-8.5%	-2.5%	-5.7%	i
O=C(NCC1(COc2ccccc2)C[C@@H](O)[C@@H](O)C1)c1cnccn1 (stereo not given in full)	3.8	-6.9%[88.5 µM]	-0.4%[172 µM]	i	-2.5%[87.6 µM]	15.6%[87.6 µM]	i
COCCN1C(=O)CS(=O)(=O)C12CCN(C(=O)Cc1cccc(OC)c1)CC2	21.6	i	1.2%	-12.3%	4.0%	-0.7%	?
COc1ccc(-c2nnc3ccc(Nc4cccc(OC)c4)nn23)nc1	-7.4	i	3.7%[172 µM]	?	-14.4%[87.6 µM]	-8.1%[87.6 µM]	?
Cc1ccc2c(CNCc3cccc(Cl)c3)c(C(=O)O)n(Cc3ccc(F)cc3Cl)c2c1	-26.9*	·	·	·	-3.2%	8.1%	·
Cc1cccc(NS(=O)(=O)c2nnc(NC(=O)c3cccc(C)c3)s2)c1	4.0	·	·	·	2.0%	9.2%	·
O=C(NCC1(COc2cnccn2)C[C@@H](O)[C@@H](O)C1)c1ccc(F)cc1 (stereo not given in full)	-1.2	-34.1%[88.5 µM]	0.0%[172 µM]	-11.3%[174 µM]	-2.2%[87.6 µM]	8.5%[87.6 µM]	-8.3%[172 µM]
O=C(Cn1nc2c(cc1=O)CCCC2)N1CCOCC1	0.0	i	13.3%	0.0%	5.3%	1.5%	16.8%
O=C(O)CC1CCC(c2ccc(-c3ccc4nc(C(=O)NCc5ccc(OC(F)(F)F)cc5)cn4c3)cc2)CC1 (stereo not given)	-8.3	-26.5%	·	·	-10.3%	·	·
CC1(c2noc(-c3ccccc3)n2)CCN(C(=O)C2CCN(S(=O)(=O)c3cnc[nH]3)CC2)CC1	0.6	i	-6.9%	?	-1.1%	-27.4%	?
O=C(NC1CCN(Cc2cccc(-c3ccc(F)c(F)c3)c2)CC1)c1ccccc1F	-0.7	-1.8%	·	?	22.5%	22.0%	79.4µM*
Cn1c(=O)oc2ccc(C(=O)N3CCn4nc(C(O)CO)cc4C3)cc21 (stereo not given)	3.4	?	7.2%	0.5%	4.3%	38.1%[activator]	3.7%
O=C(c1ccc(-c2ncc3cnc(-c4cccc(F)c4)cn23)cc1)N1CC(O)C1	-29.2*	i	-26.9%[172 µM]	?	2.5%[87.6 µM]	16.9%[87.6 µM]	?
CCOC(=O)c1ccc(NC(=O)CSc2nc3c([nH]c4ccccc43)c(=O)n2C)cc1	32.9	·	·	·	?	-0.5%	·
COc1ccc(Cl)cc1NCc1nnc2n1CCCCC2	9.1	·	·	·	-6.7%	14.0%	·
Cc1cnc(C(=O)N2CCCCCCN(C)C(=O)[C@@H]3CCC[C@@H]32)cn1	-6.3	4.6%	-9.2%	-4.4%	0.3%	26.7%	-10.8%
COc1ccc(NC(=O)CSCc2cc(=O)c3cc(C)ccc3[nH]2)cc1	-3.6	·	·	·	6.2%	6.9%	·
CN1C(=O)[C@@H]2C[C@@H](CN2C(=O)NCc2ccccc2)Oc2ccccc21	8.6	i	2.6%[172 µM]	-3.1%[138 µM]	-12.4%[87.6 µM]	29.7%[87.6 µM]	?

3 structures out of the list, arranged by length of the SMILES, rising:
smiles	IP6K1 inhibitor	GPT2 inh	FLuc inh	3T3 cytotox	SNCA viab count	SNCA expr inhib	HEK cytotox
Cn1c(=O)oc2ccc(C(=O)N3CCn4nc(C(O)CO)cc4C3)cc21 (stereo not given)	3.4	?	7.2%	0.5%	4.3%	38.1%[activator]	3.7%
O=C(NC1CCN(Cc2cccc(-c3ccc(F)c(F)c3)c2)CC1)c1ccccc1F	-0.7	-1.8%	·	?	22.5%	22.0%	79.4µM*
O=C(O)CC1CCC(c2ccc(-c3ccc4nc(C(=O)NCc5ccc(OC(F)(F)F)cc5)cn4c3)cc2)CC1 (stereo not given)	-8.3	-26.5%	·	·	-10.3%	·	·
